HUVEC prolif 384 = inhibitors of HUVEC proliferation, primary screen, cell-based, 384-well. CellTiter-Glo luminescence, 72 h; stronger effect = lower value. viability, % at 10 µM (by protocol). 86,000 compounds, 1.1% hits. AID 648, 2007;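 active = viability at or below 30%; inactive = viability above 30%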;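 note: 100% = median luminescence of DMSO-only cell control wells on each plate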
sEH inh = soluble epoxide hydrolase inhibitors, primary screen, biochemical, human sEH; inhibition, % at 2 µM; AID 707, 2007; 91,000 compounds, 0.34% hits; recombinant human sEH enzymatic activity assay; Bifunctional epoxide hydrolase 2 (Homo sapiens), P34913; in the data active = inhibition above about 80%; note: values of inactives mirror those of a sister screen read the other way; many of its hits are not listed in these tables
sEH activator = soluble epoxide hydrolase activators, primary screen, biochemical, human sEH; Bifunctional epoxide hydrolase 2 (Homo sapiens), P34913; purified human sEH enzymatic activity, activator screen; activation, % at 2 µM; 91,000 compounds, 0.04% hits; in the data active = activation above about 37%; note: values of inactives mirror those of a sister screen read the other way
PostGolgi ctrl = growth inhibition of yeast control strain, primary screen, counter-screen for post-Golgi transport modulator project; efflux-deficient yeast background strain, growth absorbance A615, 16 h; inhibition, % at 10 µM; 98,000 compounds, 5% hits; in the data active = inhibition above about 30%
S1P2 agonist = S1P2 receptor agonists, primary screen, cell-based; S1P2-expressing cell line, agonist reporter read-out; activation, % at 4.5 µM; 97,000 compounds, 0.46% hits; Sphingosine 1-phosphate receptor 2 (Homo sapiens), O95136; AID 729, 2007; in the data active = activation above about 16%;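 note: 0% = vehicle low control and 100% = maximal reference agonist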
S1P2 antag = human S1P2 receptor antagonists, primary screen, cell-based. inhibition, % at 5 µM. cell-based S1P2 antagonist assay, inhibition at 5 uM. Sphingosine 1-phosphate receptor 2 (Homo sapiens), O95136. 97,000 compounds, 0.21% hits; in the data active = inhibition above about 45%;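 note: CRE beta-lactamase reporter cells expressing human S1P2 stimulated with S1P; 0% = agonist at EC80 alone and 100% = agonist plus reference antagonist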
Lung fibro prol = antiproliferative effect on LL 47 fibroblasts – human, LL 47 cells, CellTiter-Glo luminescence, primary screen; LL 47 human lung fibroblast viability, ATP luminescence; stronger effect = lower value; viability, % at 10 µM; 85,000 compounds, 1.1% hits; AID 719, 2007;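 active = viability at or below 50% in the single dose screen; inactive = viability above 50%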;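 note: compound exposure lasted 72 h before the ATP readout; 100% = median luminescence of untreated cell-only wells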
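Test system: LL 47 human lung fibroblasts / Quantity: 1,150 cells in each well / Medium: IMEM growth medium with 15% fetal bovine serum / Incubation: 72 h compound exposure at 37 °C after overnight plating / Detection: CellTiter-Glo luminescence measuring cellular ATP / Read-out: % viability versus median cells-only luminescence / Benchmarks: cell-only wells, no compound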
H69AR growth 86K = proliferation blockers of H69AR lung cancer cells, primary screen, cell-based, human, 86K library; 85,000 compounds, 6% hits; AID 598, 2007; H69AR lung tumor viability, ATP luminescence, 72 h; stronger effect = lower value; viability, % at 10 µM;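 active = viability at or below 40%; inactive = viability above 40%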;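 note: multidrug resistant small cell line overexpressing MRP-1 efflux transporter; 100% = mean luminescence of untreated control wells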
LYP act = LYP phosphatase activators, primary screen, biochemical, DiFMUP fluorescence, 2 µM | 96,000 compounds, 0.11% hits | AID 697, 2007 | recombinant LYP; 0 = plate median, 100 = signal doubled | activation, % at 2 µM;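 active = activation at 2 µM above a set limit, the mean plus 5 SD, cut at about 37% in these data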
Target sequence (Q9Y2R2 whole entry, looked up): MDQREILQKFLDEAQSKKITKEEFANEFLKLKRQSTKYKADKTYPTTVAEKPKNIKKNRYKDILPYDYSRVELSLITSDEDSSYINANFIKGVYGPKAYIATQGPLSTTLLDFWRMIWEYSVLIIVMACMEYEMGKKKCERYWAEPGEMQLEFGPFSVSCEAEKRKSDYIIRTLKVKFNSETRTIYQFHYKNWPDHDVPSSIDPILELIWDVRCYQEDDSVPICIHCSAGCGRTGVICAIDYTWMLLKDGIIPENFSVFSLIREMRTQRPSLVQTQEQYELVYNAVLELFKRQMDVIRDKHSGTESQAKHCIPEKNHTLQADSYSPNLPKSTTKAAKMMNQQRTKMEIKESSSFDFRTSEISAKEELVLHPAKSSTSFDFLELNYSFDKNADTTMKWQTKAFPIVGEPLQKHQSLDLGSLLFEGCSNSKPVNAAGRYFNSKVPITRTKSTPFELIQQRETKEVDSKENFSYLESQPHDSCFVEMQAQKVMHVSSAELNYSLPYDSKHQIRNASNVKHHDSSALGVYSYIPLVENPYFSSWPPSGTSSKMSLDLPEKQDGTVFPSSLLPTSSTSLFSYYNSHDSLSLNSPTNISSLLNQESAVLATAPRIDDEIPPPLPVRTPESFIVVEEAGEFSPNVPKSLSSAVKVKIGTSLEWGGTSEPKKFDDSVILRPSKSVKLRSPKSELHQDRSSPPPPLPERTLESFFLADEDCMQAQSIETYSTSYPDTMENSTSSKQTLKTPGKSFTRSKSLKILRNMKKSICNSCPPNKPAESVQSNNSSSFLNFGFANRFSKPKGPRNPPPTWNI
* hit, by the source's call. These rows are one share of the data; count on the stated rates, not on these rows.

Screening CC(C)OC(=O)CSc1nnc(-c2ccc(Cl)cc2Cl)n1N returned HUVEC prolif 384 100, sEH inh 11, sEH activator -9, PostGolgi ctrl 0, S1P2 agonist -3, S1P2 antag 13, Lung fibro prol 101, H69AR growth 86K 92 and LYP act 14.
`CCOC(=O)N1CCN(CCC(=O)Nc2cc(OC)cc(OC)c2)CC1` gave HUVEC prolif 384 91, sEH inh 11, sEH activator -11, S1P2 agonist -5, S1P2 antag -22, Lung fibro prol 95, H69AR growth 86K 85 and LYP act 2.
Cc1cccc(NC(=O)C2CCN(c3nccc(C)n3)CC2)c1 was read as HUVEC prolif 384 105, sEH inh 25, sEH activator -26, PostGolgi ctrl 3, S1P2 agonist -5, S1P2 antag -8, Lung fibro prol 94, H69AR growth 86K 90 and LYP act 4.
Screening CN1CCc2c(c3ccccc3n2Cc2ccccc2)C1 returned HUVEC prolif 384 85, sEH inh -5, sEH activator 6, PostGolgi ctrl -5, S1P2 agonist -2, S1P2 antag 16, Lung fibro prol 96, H69AR growth 86K 79 and LYP act 1.
CCC1(CC)NC(=O)N(CC(=O)NCc2ccc3c(c2)OCO3)C1=O was read as HUVEC prolif 384 76, sEH inh -2, sEH activator 4, PostGolgi ctrl 16, S1P2 agonist -1, S1P2 antag -30, Lung fibro prol 99, H69AR growth 86K 94 and LYP act -6.
Screening CCOC(=O)c1c(C)[nH]c(C)c1C(=O)COC(=O)[C@@H]1CCCN1S(=O)(=O)c1ccc(Cl)cc1 returned HUVEC prolif 384 98, sEH inh 4, sEH activator -2, PostGolgi ctrl 1, S1P2 agonist -7, S1P2 antag -2, Lung fibro prol 102, H69AR growth 86K 100 and LYP act 5.
For COCCNc1oc(COc2cccc(C)c2)nc1C#N the results were HUVEC prolif 384 88, sEH inh 6, sEH activator -3, PostGolgi ctrl -5, S1P2 agonist 2, S1P2 antag -18, Lung fibro prol 100, H69AR growth 86K 101 and LYP act 3.
For O=C(COC(=O)Cc1ccc2c(c1)OCCO2)Nc1ccc(S(=O)(=O)N2CCCC2)cc1 the results were sEH inh 19, sEH activator -20, PostGolgi ctrl 4, S1P2 agonist 0, S1P2 antag -3 and LYP act 1.
Screening COc1ccc(S(=O)(=O)CCC(=O)Nc2ccc(OC)cc2OC)cc1 returned HUVEC prolif 384 94, sEH inh 9, sEH activator -8, S1P2 agonist -1, S1P2 antag 12, Lung fibro prol 97, H69AR growth 86K 84 and LYP act -1.
Screening O=C(c1ccc(Cn2cc(Cl)cn2)cc1)N1CCN(c2ccccc2)CC1 returned HUVEC prolif 384 99, sEH inh 8, sEH activator -6, PostGolgi ctrl 22, S1P2 agonist -2, S1P2 antag -15, Lung fibro prol 100, H69AR growth 86K 69 and LYP act -4.
`O=C(NCc1ccco1)Nc1ccc2nsnc2c1` gave HUVEC prolif 384 98, sEH inh 8, sEH activator -10, PostGolgi ctrl 11, S1P2 agonist -3, S1P2 antag -3, Lung fibro prol 100, H69AR growth 86K 31* and LYP act 11.
For Fc1cccc(NCc2ccoc2)c1 the results were HUVEC prolif 384 106, PostGolgi ctrl 3, S1P2 agonist -8, S1P2 antag 4, Lung fibro prol 102, H69AR growth 86K 96 and LYP act 8.
`CCOC(=O)c1c(C)c(-c2ccccc2)n(CC(=O)NCCC(C)C)c1C` gave HUVEC prolif 384 89, sEH inh 9, sEH activator -8, PostGolgi ctrl -6, S1P2 agonist -5, S1P2 antag 6, Lung fibro prol 103, H69AR growth 86K 87 and LYP act 5.
Screening CCCC(=O)Nc1ccc(NC(=O)Cc2ccccc2)cn1 returned HUVEC prolif 384 101, sEH inh 10, sEH activator -8, PostGolgi ctrl 3, S1P2 agonist -4, S1P2 antag 1, Lung fibro prol 100, H69AR growth 86K 85 and LYP act 8.
`Nc1ccc(-c2cc(N)n(-c3ccccc3)n2)cc1` gave HUVEC prolif 384 90, sEH inh -9, sEH activator 8, PostGolgi ctrl 18, S1P2 agonist -2, S1P2 antag 1, Lung fibro prol 100, H69AR growth 86K 88 and LYP act -7.

Pulled by compound from above:
Screening CCCC(=O)Nc1ccc(NC(=O)Cc2ccccc2)cn1 returned HUVEC prolif 384 101, sEH inh 10, sEH activator -8, PostGolgi ctrl 3, S1P2 agonist -4, S1P2 antag 1, Lung fibro prol 100, H69AR growth 86K 85 and LYP act 8.
For O=C(COC(=O)Cc1ccc2c(c1)OCCO2)Nc1ccc(S(=O)(=O)N2CCCC2)cc1 the results were sEH inh 19, sEH activator -20, PostGolgi ctrl 4, S1P2 agonist 0, S1P2 antag -3 and LYP act 1.
`CCOC(=O)N1CCN(CCC(=O)Nc2cc(OC)cc(OC)c2)CC1` gave HUVEC prolif 384 91, sEH inh 11, sEH activator -11, S1P2 agonist -5, S1P2 antag -22, Lung fibro prol 95, H69AR growth 86K 85 and LYP act 2.
Screening COc1ccc(S(=O)(=O)CCC(=O)Nc2ccc(OC)cc2OC)cc1 returned HUVEC prolif 384 94, sEH inh 9, sEH activator -8, S1P2 agonist -1, S1P2 antag 12, Lung fibro prol 97, H69AR growth 86K 84 and LYP act -1.

Going on with the list:
CCCS(=O)(=O)N1CCC(C(=O)N2CCCC2)CC1 was read as HUVEC prolif 384 94, sEH inh -2, sEH activator 5, PostGolgi ctrl 7, S1P2 agonist -2, S1P2 antag -17, Lung fibro prol 92, H69AR growth 86K 85 and LYP act 7.
For CC(C)NC(=O)c1ccccc1NC(=O)C1COc2ccccc2O1 (configuration not stated) the results were HUVEC prolif 384 83, sEH inh 4, sEH activator -2, S1P2 agonist 1, S1P2 antag -6, Lung fibro prol 94, H69AR growth 86K 73 and LYP act -2.
For Cn1c(CN2CCCCC2)nc2cc(NC(=O)c3ccccc3)ccc21 the results were HUVEC prolif 384 97, sEH inh 5, sEH activator -5, PostGolgi ctrl 0, S1P2 agonist -4, S1P2 antag -5, Lung fibro prol 86, H69AR growth 86K 83 and LYP act -1.
Screening CCOc1ccc(NC(=O)CCCOc2cc(=O)n(C)c3ccccc23)cc1 returned HUVEC prolif 384 71, sEH inh 19, sEH activator -17, PostGolgi ctrl 16, S1P2 agonist -7, S1P2 antag -20, Lung fibro prol 99, H69AR growth 86K 82 and LYP act 10.
`CCOC(=O)c1cc2sccc2n1CCCN1C(=O)c2ccccc2C1=O` gave HUVEC prolif 384 87, sEH inh 8, sEH activator -9, PostGolgi ctrl 32*, S1P2 agonist -6, S1P2 antag -23, Lung fibro prol 106, H69AR growth 86K 86 and LYP act 1.
Screening CCC(=O)Nc1sc2c(c1C#N)CC(C)(CC)OC2 (configuration not stated) returned HUVEC prolif 384 107, sEH inh -4, sEH activator 6, PostGolgi ctrl 10, S1P2 agonist -4, S1P2 antag 14, Lung fibro prol 102, H69AR growth 86K 106 and LYP act 2.
Screening CCOC(=O)c1[nH]c2ccc(OC)cc2c1NC(=O)C(C)N1CCC2(CC1)OCCO2 (configuration not stated) returned HUVEC prolif 384 90, sEH inh 0, sEH activator 0, PostGolgi ctrl 8, S1P2 agonist -9, S1P2 antag 14, Lung fibro prol 96, H69AR growth 86K 80 and LYP act -6.
`Cc1coc(C)c1C(=O)CC1(O)C(=O)N(Cc2ccccc2)c2ccccc21` (configuration not stated) gave HUVEC prolif 384 89, sEH inh -7, sEH activator 13, PostGolgi ctrl 29, S1P2 agonist -2, S1P2 antag -4, Lung fibro prol 90, H69AR growth 86K 79 and LYP act 2.
For O=C(O)c1ccc(NS(=O)(=O)/C=C/c2ccccc2)cc1 the results were HUVEC prolif 384 100, sEH inh 3, sEH activator -2, PostGolgi ctrl 4, S1P2 agonist -5, S1P2 antag 17, Lung fibro prol 101, H69AR growth 86K 87 and LYP act -5.
c1ccc(C(c2ccccc2)N2CCN(c3nc4ccccc4n4cnnc34)CC2)cc1 was read as HUVEC prolif 384 43, sEH inh 7, sEH activator -3, PostGolgi ctrl 29, S1P2 agonist 24*, S1P2 antag 29, Lung fibro prol 97, H69AR growth 86K 42 and LYP act -9.
`CN(C)c1nc(OCCNC(=O)Nc2ccccc2)nc(N2CCOCC2)n1` gave HUVEC prolif 384 115, sEH inh 5, sEH activator -4, PostGolgi ctrl 8, S1P2 agonist 3, S1P2 antag -65, Lung fibro prol 108, H69AR growth 86K 87 and LYP act -9.
For CC(C)CCn1nnnc1C(c1ccccc1)N1CCC(C(N)=O)CC1 (configuration not stated) the results were sEH inh -4, sEH activator 5, PostGolgi ctrl 5, S1P2 agonist -5, S1P2 antag -5 and LYP act 1.
`Cc1nnc(NC(=O)C(C)Oc2ccc3c(C)cc(=O)oc3c2)s1` (configuration not stated) gave HUVEC prolif 384 93, sEH inh -2, sEH activator 2, PostGolgi ctrl 1, S1P2 agonist 1, S1P2 antag -28, Lung fibro prol 95, H69AR growth 86K 108 and LYP act -3.
COc1ccccc1NC(=O)c1cccc(S(=O)(=O)N2CCOCC2)c1 was read as HUVEC prolif 384 104, sEH inh -2, sEH activator 2, PostGolgi ctrl -2, S1P2 agonist -7, S1P2 antag 9, Lung fibro prol 99, H69AR growth 86K 97 and LYP act 0.
Screening COc1ccc(CNC(=O)CN(c2cccc(OC)c2)S(C)(=O)=O)cc1 returned HUVEC prolif 384 97, sEH inh -10, sEH activator 10, PostGolgi ctrl 9, S1P2 agonist -11, S1P2 antag 1, Lung fibro prol 104, H69AR growth 86K 101 and LYP act -5.
O=C(NCc1cccs1)C1CC(=O)N(c2ccccc2)C1 (configuration not stated) was read as HUVEC prolif 384 98, sEH inh 6, sEH activator -2, PostGolgi ctrl 2, S1P2 agonist -7, S1P2 antag -5, Lung fibro prol 108, H69AR growth 86K 86 and LYP act 2.
`O=C(CN1CCCCC1)Nc1ccc(F)c(Cl)c1` gave HUVEC prolif 384 92, PostGolgi ctrl -8, Lung fibro prol 100 and H69AR growth 86K 82.
For COc1ccc(-c2nc(C#N)c(NCCN(C)C)o2)cc1 the results were HUVEC prolif 384 86, sEH inh 1, sEH activator -2, PostGolgi ctrl 1, S1P2 agonist -3, S1P2 antag -10, Lung fibro prol 112, H69AR growth 86K 93 and LYP act -7.
`Cc1cc(C(=O)C(C)OC(=O)C2=NNC(=O)CC2)c(C)n1-c1ccc(OC(F)F)cc1` (configuration not stated) gave sEH inh -9, sEH activator 8, PostGolgi ctrl 0, S1P2 agonist -3, S1P2 antag 10 and LYP act -12.
O=C(c1cc2c(s1)CCC2)N1CCN(c2ccccc2)CC1 was read as HUVEC prolif 384 91, sEH inh -5, sEH activator 7, PostGolgi ctrl 13, S1P2 agonist -4, S1P2 antag -1, Lung fibro prol 103, H69AR growth 86K 39* and LYP act -12.
For O=C1c2ccccc2NC2CCCCCN12 (configuration not stated) the results were HUVEC prolif 384 100, sEH inh 6, sEH activator -7, PostGolgi ctrl -2, S1P2 agonist -5, S1P2 antag 18, Lung fibro prol 99, H69AR growth 86K 93 and LYP act 4.
For O=C(O)C1C2C=CC(O2)C1C(=O)Nc1ccc(S(=O)(=O)Nc2ccccc2)cc1 (configuration not stated) the results were HUVEC prolif 384 92, sEH inh 2, sEH activator -2, PostGolgi ctrl 21, S1P2 agonist -6, S1P2 antag 0, Lung fibro prol 108, H69AR growth 86K 96 and LYP act -5.

Bioassay records as filed in PubChem BioAssay.
